# LDHA inh: blocks human lactate dehydrogenase A; purified LDHA, NADH/diaphorase-resazurin fluorescence; hits give low values; activity change, % (values are at about 110 or 230 µM); 480,000 tested, 0.15% active; AID 1347041; in the data active = activity change below about -30%; inconclusive = mostly about -25% to -30%;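 also: plate controls were DMSO wells for no effect and wells without enzyme for full effect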
#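 Remaining NADH was detected by diaphorase (0.133 mg/mL) converting 37 µM resazurin to fluorescent resorufin, read at 0 and 20 minutes. The preceding 5-minute room-temperature reaction used 2 nM LDHA, 0.2 mM sodium pyruvate and 0.06 mM NADH at pH 7.4.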
# ALOX12 inh: inhibitors of human 12S-lipoxygenase ALOX12. Potency, µM (series often up to 108 µM), inactives show at the top dose activity change, negative = inhibition, hits mostly inhibitors. P18054. 580,000 tested, 1.1% active. purified 12hLO, xylenol orange hydroperoxide absorbance; active = well fitted inhibition curve with a large enough effect; inconclusive = small, poorly fitted or top-dose-only effect, or another doubt; inactive = no such curve, though single readings can be large or run the other way; also: potency is read from the fitted curve at half-maximal effect
# Target sequence (P18054 whole entry, looked up): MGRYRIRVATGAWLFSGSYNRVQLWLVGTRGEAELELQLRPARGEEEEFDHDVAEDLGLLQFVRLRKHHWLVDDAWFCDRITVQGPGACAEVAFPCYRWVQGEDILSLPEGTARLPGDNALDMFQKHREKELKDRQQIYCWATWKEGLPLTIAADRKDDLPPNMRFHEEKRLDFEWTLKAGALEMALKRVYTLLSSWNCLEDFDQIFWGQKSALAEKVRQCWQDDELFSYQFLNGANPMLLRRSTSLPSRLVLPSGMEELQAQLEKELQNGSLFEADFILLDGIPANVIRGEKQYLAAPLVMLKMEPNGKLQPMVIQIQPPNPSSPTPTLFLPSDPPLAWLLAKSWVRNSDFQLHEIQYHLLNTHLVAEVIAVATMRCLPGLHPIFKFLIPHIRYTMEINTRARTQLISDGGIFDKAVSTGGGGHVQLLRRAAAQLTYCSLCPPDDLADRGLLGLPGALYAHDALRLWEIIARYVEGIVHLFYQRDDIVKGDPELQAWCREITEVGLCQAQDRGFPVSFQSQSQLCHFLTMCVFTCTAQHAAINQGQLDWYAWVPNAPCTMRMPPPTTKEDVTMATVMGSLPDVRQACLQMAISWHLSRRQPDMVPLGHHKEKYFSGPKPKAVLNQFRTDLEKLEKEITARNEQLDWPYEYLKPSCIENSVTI
#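 Purified human 12hLO (150 nM final) in 25 mM Hepes, 0.01% Triton X-100, pH 7.0 was preincubated 15 min at room temperature with compound. Then 40 uM arachidonic acid was added, 30 min. Hydroperoxide was read by Fe-XO absorbance ratio 573/405 nm.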
# * marks the source's active call; other numbers are inactive results; ? = inconclusive; [ ] = another dose, or the depositor's remark. Unless noted, % is scaled to controls: 0 for no effect and ±100 for the full control effect. Some of the compounds tested; the hit share may differ from the screen's.
SMILES,LDHA inh,ALOX12 inh
CCOC(=O)c1c(NC(=O)c2noc3c2CC(C)CC3)sc(C)c1C (stereo unspecified),-4,-21%
CCc1noc(CN2CCN(c3oc(C4CC4)nc3C#N)CC2)n1,2,-6%
COC(=O)CCCn1cc(CN2CC(N3CCN(Cc4cccc(C)c4)CC3)CS2(=O)=O)nn1 (stereo unspecified),2,7.1µM*
O=C/C=C/c1ccc([N+](=O)[O-])cc1,2,?
COc1ccc2c(C)c(CCC(=O)Nc3cc(C)ccc3F)c(=O)oc2c1,-13,-3%
CCCCn1nnnc1C(c1cc2ccccc2o1)N1CCN(c2c(C)cccc2C)CC1 (stereo unspecified),-9,0%
CCN(CC)c1nc2ccccc2nc1C(=O)Nc1ccccc1C,-3,-2%
CCn1c(C(=O)NCC(=O)NC2CC2)cc2ccccc21,10,47%[activator]
Cc1ccc(C(=O)N/N=C2/CC(=O)CC(C)(C)C2)cc1Br,-1,31%
CC(C)CCn1nc(C(=O)NC2CCCc3ccccc32)c2ccccc2c1=O (stereo unspecified),1,1%
CCC/C(=N\NC(=O)C(O)(c1ccc(CC)cc1)c1ccc(CC)cc1)c1ccccc1,-3,11%
Cc1c(Cl)cccc1NC(=S)NCCc1ccccc1,4,?
COc1ccc(C(C)NC(=O)c2nn(C)c(=O)c3ccccc23)cc1F (stereo unspecified),-7,9%
Cc1ccsc1/C=C/C(=O)c1cc2ccccc2o1,6,12%
CCOc1cc(S(=O)(=O)NCCO)ccc1Cl,-1,-30%
Cc1ccc(C(=O)N(Cc2ccncc2)C2CC2)s1,7,-23%
O=C(O)CSc1c(Cl)cccc1Cl,3,-30%
CCn1nc(C(=O)Nc2nc(-c3ccc4c(c3)OCCO4)cs2)c2ccccc2c1=O,8,1%
Cc1ccccc1NC1(c2nnnn2-c2c(C)cccc2C)CCCC1,-4,-36%
CCCCN(CC)S(=O)(=O)c1ccc(C(=O)Nc2ccc(Cl)c3ncsc23)cc1,-3,-20%
O=C(CCc1ncc(-c2c(F)cccc2F)o1)NC1=NCCS1,-1,1%
Cc1cc(NC(=O)C(C)Sc2nnc(C)n2-c2ccccc2C)no1 (stereo unspecified),-6,32%[activator]
Cc1ccc(NC(=O)c2ccc3c(Cl)c4c(nc3c2)CCCC4)c(Cl)c1,-1,-20%
CCOC(=O)c1c(CN2CCC(C(=O)OC)CC2)nc2ccccc2c1C,-8,45%[activator]
Cc1cccc(/C=C/C(=O)O)c1,0,?
O=C1/C(=C/c2ccc(Cl)cc2)Cc2ccccc21,2,-7%
Cc1ccc(NC(=O)C2CCN(c3nc4ccccc4o3)CC2)c(O)c1,1,8%
Cc1ccc(Cl)cc1N1CCN(S(=O)(=O)c2ccc3c(c2)NC(=O)CCS3)CC1,?,?
Nc1nc2ccccc2cc1C(=O)NCc1cccs1,0,5%
O=C(CSCc1cnn(-c2ccccc2)c1-n1cccc1)NCCc1ccccc1,-1,?
O=C(O)CCCCCCCCCCCl,-7,-4%
O=C(NC1CCCCCC1)c1ccc2ncsc2c1,3,?
Cc1cc2cc(NS(=O)(=O)c3ccc(F)c(F)c3)ccc2[nH]1,-3,?
Cc1ccccc1Nc1nnc(SCC(=O)c2ccc(Cl)s2)s1,1,?
O=C(Cc1ccccc1Cl)NNC(=O)C1CCCCC1,-14,57%[activator]
O=C(NCc1ccccn1)[C@@H]1CCCN1C(=O)[C@@H]1CCCN1C(=O)c1ccccc1,-1,?
Cc1cc(C)cc(NC(=O)COC(=O)c2nn(-c3ccccc3)c(=O)c3ccccc23)c1,7,-44%
CCOC(=O)c1c(NC(=O)Cn2nnc(-c3ccccc3)n2)sc(CC)c1C,6,13µM*
O=C(OCc1ccccc1)c1ccncc1,0,9%
CCCC(=O)Nc1oc2c(C)cccc2c(=O)c1-c1ccc(OC)cc1,-7,?
Cc1cc(C(c2ccccc2Cl)N2CCN(C)CC2)c(NC(=O)c2ccco2)s1 (stereo unspecified),4,?
COC(=O)c1ccc2nc(C)cc(Nc3ccc(OC)cc3)c2c1,0,52%[activator]
COc1cc(NC(=O)N2CCN(c3ccc(=O)n(-c4ccc(F)cc4)n3)CC2)cc(OC)c1OC,-14,-9%
O=C(O)CNS(=O)(=O)c1ccccc1,-3,?
CC(/C=N/NC(=O)c1ccc(C)cc1)=C\c1ccccc1,0,?
N#Cc1ccc(CN2CCN(C(=O)C3CC=CCC3)CC2)cc1 (stereo unspecified),0,-3%
Cc1oc2cc(OS(=O)(=O)c3cccs3)ccc2c(=O)c1-c1ccccc1,0,?
Cc1cc(N2CCCCCC2)n2nc(-c3ccccc3)nc2n1,8,-2%
Cc1ccc(/C=N/c2sc(C)c(C)c2C#N)cc1,4,?
O=C(N/N=C/C(Cl)=C\c1ccccc1)C1CC1,7,0%

# Entries shown so far that contain a thiophene ring, fused or not, in the order listed:
SMILES,LDHA inh,ALOX12 inh
CCOC(=O)c1c(NC(=O)c2noc3c2CC(C)CC3)sc(C)c1C (stereo unspecified),-4,-21%
Cc1ccsc1/C=C/C(=O)c1cc2ccccc2o1,6,12%
Cc1ccc(C(=O)N(Cc2ccncc2)C2CC2)s1,7,-23%
Nc1nc2ccccc2cc1C(=O)NCc1cccs1,0,5%
Cc1ccccc1Nc1nnc(SCC(=O)c2ccc(Cl)s2)s1,1,?
CCOC(=O)c1c(NC(=O)Cn2nnc(-c3ccccc3)n2)sc(CC)c1C,6,13µM*
Cc1cc(C(c2ccccc2Cl)N2CCN(C)CC2)c(NC(=O)c2ccco2)s1 (stereo unspecified),4,?
Cc1oc2cc(OS(=O)(=O)c3cccs3)ccc2c(=O)c1-c1ccccc1,0,?
Cc1ccc(/C=N/c2sc(C)c(C)c2C#N)cc1,4,?

# The results go on:
SMILES,LDHA inh,ALOX12 inh
Cc1ccc(NC(=O)C2(C)CCN2Cc2ccccc2OC(F)F)cc1 (stereo unspecified),-4,-1%
CC(C)(C)c1ccc(C(=O)NC(Nc2cccc(Cl)c2)C(Cl)(Cl)Cl)cc1 (stereo unspecified),6,9%
O=C(CNC(=O)c1cccs1)NCC1COc2ccccc2O1 (stereo unspecified),-6,?
CCCC(=O)N1CCCC(c2cc(C(=O)NCc3ccccc3)no2)C1 (stereo unspecified),-8,-11%
Cc1cccc(-n2nnc3c(sc4nc(C)c(C)cc43)c2=O)c1,-14,?
N#C/C(=C\c1c[nH]c2ccccc12)C(=O)Nc1ccccc1O,-4,?
Cc1cc(N2CCN(S(=O)(=O)c3ccc(Cl)cc3C(F)(F)F)CC2)nc(C(C)C)n1,14,-13%
O=C(Nc1cccc2[nH]ccc12)C(=O)NC1CCCCC1,2,-1%
CC(CC#N)N1CCN(c2ncccn2)CC1 (stereo unspecified),4,-30%
CS(=O)(=O)c1ccc2nc(NC(=O)Cc3ccc(Cl)cc3)sc2c1,3,?
CCOC(=O)C(CC(C(=O)OCC)C(=O)OCC)C(=O)OCC,-1,0%
c1ccc(Nc2nc(NC3CCCC3)nc3c2cnn3-c2ccccc2)cc1,11,9%
O=C(NCC(O)COc1cccc(C(F)(F)F)c1)C1CCCCC1 (stereo unspecified),-1,24%
O=C(NCc1ccccc1)C(c1cccc2ccccc12)n1c(=O)c(-c2ccco2)nc2ccccc21 (stereo unspecified),-3,?
CC(NC(=O)C1CCN(S(=O)(=O)c2cccc(OC(F)(F)F)c2)CC1)c1cccnc1 (stereo unspecified),2,7%
Fc1ccc(-c2cnc(/C(Cl)=C\c3ccc(OC(F)F)cc3)o2)cc1,-5,4%
CC(C)CC(N)c1csc(Nc2ccc(S(C)(=O)=O)cc2)n1 (stereo unspecified),-1,7%
CC(=O)c1c(C)[nH]c(C(=O)C(C)n2cnc3c2c(=O)n(C)c(=O)n3C)c1C (stereo unspecified),-1,4%
CCC1(CC)NC(=O)N(CC(=O)c2cn(CCC#N)c3ccccc23)C1=O,3,-15%
NC(=O)C1CC(O)CN1 (stereo unspecified),-7,?

# Two entries from above, reformatted.
molecule	LDHA inh	ALOX12 inh
Fc1ccc(-c2cnc(/C(Cl)=C\c3ccc(OC(F)F)cc3)o2)cc1	-5	4%
O=C(NCC(O)COc1cccc(C(F)(F)F)c1)C1CCCCC1 (stereo unspecified)	-1	24%

# (next part)
SMILES,LDHA inh,ALOX12 inh
O=C(NC1CCCCC1)C(c1ccnc2ccccc12)n1c(=O)c(-c2ccccc2)nc2ccccc21 (stereo unspecified),-4,-22%
COc1ccccc1NC(=O)Nc1nc(C(N)CCc2ccccc2)cs1 (stereo unspecified),-23,?
CCN(CC)C(=O)CSc1nc2ccsc2c(=O)n1-c1cc(F)cc(F)c1,5,-60%
CC(C)(C)C(=O)Nc1ccc2oc(-c3cccnc3)nc2c1,-11,?
CCc1ccc(NC(=O)CCC2CCCCC2)cc1,-6,23%
O=C(CSc1cnc2ccccc2n1)c1ccc2c(c1)OCCO2,2,7%
CCOc1ccc(CNC(=O)c2cc3n(n2)CC(C)(C(=O)NC2CCCC2)N(CC)C3=O)cc1OC (stereo unspecified),3,?
FC(F)(F)c1cccc(CSc2nnc(-c3ccncc3)n2-c2ccc(Br)cc2)c1,0,18%
CN(C)CCCN1C(c2ccccc2)=CC(=C(C#N)C#N)C2=C1CCCC2,-5,?
COc1cc(C2CC(=O)Nc3c(-c4ccccc4)nsc32)cc(OC)c1OC (stereo unspecified),3,16%

# Three entries out of the list, ordered by SMILES length, rising:
SMILES,LDHA inh,ALOX12 inh
CCc1ccc(NC(=O)CCC2CCCCC2)cc1,-6,23%
CC(C)(C)C(=O)Nc1ccc2oc(-c3cccnc3)nc2c1,-11,?
COc1cc(C2CC(=O)Nc3c(-c4ccccc4)nsc32)cc(OC)c1OC (stereo unspecified),3,16%

# Next section:
SMILES,LDHA inh,ALOX12 inh
CS(=O)(=O)c1ccccc1NC(=O)CNc1cc(Cl)ccc1N1CCOCC1,-1,-8%
CCOC(=O)c1oc2cc(OCC(N)=O)ccc2c(=O)c1-c1ccc(Br)cc1,-1,-19%
C=C(C)COc1cc(C)cc2oc(=O)c(CC(=O)Nc3nc(CC(=O)O)cs3)c(C)c12,13,-15%
N#Cc1cccc(C(=O)NCCCN2CCCC2)c1,-11,3%
COc1cccc(NC(=O)C(Sc2nnc(-c3ccco3)o2)c2ccccc2)c1 (stereo unspecified),-8,-29%
CCOc1cccc(CNc2nn[nH]n2)c1OCc1ccccc1,11,-13%
CCC(C)NC(=O)c1ccccc1-c1ncc(-c2ccc(F)cc2)o1 (stereo unspecified),1,41%[activator]
Cc1cc(NC(=O)C2CCCCC2)ccc1Br,-9,12%
Cc1ncc(COC(=O)C(C)C)c2cc(-c3nc(-c4ccccc4F)no3)c(=O)oc12,3,?
CC(C)c1ccc(-c2nonc2NC(=O)c2cccs2)cc1,4,-8%

# ALOX12 inh: what is marked active above.
SMILES,LDHA inh,ALOX12 inh
COC(=O)CCCn1cc(CN2CC(N3CCN(Cc4cccc(C)c4)CC3)CS2(=O)=O)nn1 (stereo unspecified),2,7.1µM*
CCOC(=O)c1c(NC(=O)Cn2nnc(-c3ccccc3)n2)sc(CC)c1C,6,13µM*

# Other entries
SMILES,LDHA inh,ALOX12 inh
CCCS(=O)(=O)NC(=O)C1(C)CCN(C(=O)Cc2ccc(OC)c(OC)c2)C1 (stereo unspecified),0,7%
Cc1ccccc1C(NC(C)c1ccccc1)c1ccccc1 (stereo unspecified),-1,?
COc1ccc(C)cc1NC(=O)N1CCN(C(=O)c2nsc3ccccc23)CC1,2,-20%
CCN(CC)c1ccc(S(=O)(=O)N(CC)CC)cc1[N+](=O)[O-],-16,-7%
CC(C)NC(=O)C1(C)CN(S(C)(=O)=O)CC(=O)N1CCOc1ccccc1 (stereo unspecified),-5,?
CCN(CC)CCNC(=O)CCc1ncc(-c2ccc(Cl)cc2)o1,-8,-40%
CC(C)(CNc1nc(-c2ccccc2)nc2ccccc12)N1CCOCC1,1,5%
CN(Cc1ccccc1NC(=O)C1(C)CC1(Cl)Cl)C1CCCCC1 (stereo unspecified),6,11%
O=C(N/N=C/c1ccccc1)c1cccs1,-2,-6%
COc1ccc(C(=O)c2[nH]c(N)c(C(=O)NCCc3c[nH]c4ccccc34)c2-c2ccc(OC)c(OC)c2)cc1,1,1%
Cc1nonc1CN1CCN(C(C(=O)O)c2c[nH]c3ccc(Cl)cc23)CC1 (stereo unspecified),0,2%
COc1ccc(C)cc1CCNC(=O)CCc1c(C)nn(C)c1C,4,0%
CCc1ccc(C(=O)CC2OC(=O)c3c2ccc(OC)c3OC)cc1 (stereo unspecified),6,1%
O=C(CC12CC3CC(CC(C3)C1)C2)Nc1ccccc1C(=O)Cc1ccccc1,7,33%[activator]
CC(C)(C)c1ccc(C(CC(=O)O)NC(=O)c2ccc(F)cc2)cc1 (stereo unspecified),5,74%
Cc1ccc(C)c(OC(=O)c2ccccc2F)c1,-22,0%
Cc1ccc(C(=O)OCC(=O)N(CCC#N)c2cccc(C(F)(F)F)c2)cc1[N+](=O)[O-],-4,-58%
CC(C)(C)OC(=O)NCc1ccc(NC(=O)c2nc[nH]c2C(=O)Nc2cc(Br)ccc2F)cc1,-11,6%
Cc1cc(NC(=O)CN2CCN(C(=O)c3cccc(Cl)c3Cl)CC2)no1,-4,23%

# Assay outcomes from PubChem.
